GAA spleen mod: lysosomal alpha-glucosidase (human) modulation. P10253. actives 0.006% (n = 240,000). human spleen homogenate, 4-MU-alpha-glucoside fluorescence. Potency, µM (top dose mostly 79.9 µM), inactives show at the top dose activity change, negative = inhibition, hits mostly inhibitors;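 note: 0% = enzyme with vehicle and -100% = no enzyme basal signal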
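AC50 values come from Hill-equation fits of concentration-response data, normalized to no-enzyme and full-activity controls. Enzyme source: 1 ug human spleen homogenate; 1 mM fluorogenic 4-MU glucoside, pH 5.0 citrate buffer, 37 C, 40 min.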
RGS12 GoLoco inh: blocks human Gai1 binding to RGS12 GoLoco peptide, red readout. Gai1:RGS12 GoLoco peptide FP, rhodamine, 10 min. Potency, µM (titrated, usually from 61.6 µM), for inactives: top-dose activity, negative = inhibition, usual class: inhibitors. actives 0.44% (n = 230,000). AID 880; active = well fitted inhibition curve with a large enough effect, not every such curve was filed as active; inactive = no such curve, though single readings can be large or run the other way; note: nearly all actives have a fitted effect of over 30% in size; many of its hits are not listed in these tables
GAA glycogen mod: GAA glycogen-cleavage inhibition or activation; recombinant GAA, glycogen substrate, Amplex Red glucose oxidase fluorescence; Potency, µM (titrated, usually from 76.4 µM), for inactives: at the top dose activity change, negative = inhibition, actives largely listed as inhibitors; actives 0.38% (n = 300,000); AID 2100;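 note: 0% = full enzyme reaction and -100% = no-enzyme basal signal; the screen sought inhibitors and activators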
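Recombinant human enzyme (4 nM); glycogen substrate; 37 C, 40 min, pH 5.0. Readout: coupled glucose oxidase/Amplex Red fluorescence.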
GAA inh: alpha-glucosidase (human) inhibition; actives 0.005% (n = 200,000); AID 1466; Potency, µM (series often up to 76.9 µM), without a hit: top-dose activity change, negative = inhibition, actives largely listed as inhibitors; purified human GAA, 4-MU-alpha-glucoside fluorescence;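 note: plate controls were uninhibited enzyme wells for no effect and no-enzyme background for full effect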
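Read-out is 4-methylumbelliferone fluorescence (Ex 365/Em 440 nm) after NaOH/glycine stop at pH 10. Enzyme 4 nM, substrate 400 uM, pH 5.0 citrate buffer, 20 min room temperature; AC50 from Hill-equation concentration-response.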
RECQ1 helicase: inhibitors of human RECQ1 DNA helicase | Potency, µM (top dose mostly 57.3 µM), inactives show at the top dose activity, negative = inhibition, hits mostly inhibitors | actives 0.54% (n = 240,000) | RECQ1 DNA unwinding, red fluorescence kinetic read | P46063;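 note: plate controls were vehicle for no effect and no enzyme for full effect; nearly all actives have a fitted effect of over 30% in size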
Target sequence (P46063 whole entry, looked up): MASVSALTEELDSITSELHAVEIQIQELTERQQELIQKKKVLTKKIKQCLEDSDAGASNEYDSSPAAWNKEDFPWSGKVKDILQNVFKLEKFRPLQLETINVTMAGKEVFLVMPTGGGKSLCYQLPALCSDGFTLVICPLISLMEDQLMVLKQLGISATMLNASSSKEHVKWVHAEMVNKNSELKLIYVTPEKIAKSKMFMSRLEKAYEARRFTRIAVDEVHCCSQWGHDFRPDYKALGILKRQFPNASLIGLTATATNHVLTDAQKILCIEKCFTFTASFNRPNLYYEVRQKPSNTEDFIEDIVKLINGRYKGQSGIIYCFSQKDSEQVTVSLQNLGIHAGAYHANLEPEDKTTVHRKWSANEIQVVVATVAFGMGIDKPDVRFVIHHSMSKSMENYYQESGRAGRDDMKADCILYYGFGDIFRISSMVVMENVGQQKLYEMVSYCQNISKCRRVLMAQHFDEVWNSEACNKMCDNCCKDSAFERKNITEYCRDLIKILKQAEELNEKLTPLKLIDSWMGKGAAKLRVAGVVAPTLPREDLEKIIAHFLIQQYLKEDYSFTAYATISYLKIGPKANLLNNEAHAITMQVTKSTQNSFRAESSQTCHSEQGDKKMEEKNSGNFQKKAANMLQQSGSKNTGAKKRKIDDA
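RECQ1T1 50 nM; forked duplex (20 bp + 30-nt ss tails) 200 nM, ATP 2 mM final; pH 8.0, 2 mM MgCl2, 2.5 ug/ml poly(dI-dC); 15 min compound preincubation; discontinuous kinetic read over 2 h at RT.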
L3MBTL1 inh: inhibitors of human L3MBTL1. Potency, µM (series often up to 57.1 µM), inactives show at the highest dose activity, negative = inhibition, most hits filed as inhibitors. actives 0.66% (n = 230,000). AID 485360. AlphaScreen L3MBTL1–H3K9me1 peptide binding. Q9Y468; note: nearly all actives have a fitted effect of over 60% in size
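Displacement of a biotinylated histone H3(1-15) peptide monomethylated at Lys9 (75 nM) from L3MBTL1 (50 nM) was measured by AlphaScreen after a 30 min room-temperature compound incubation; cefsulodin titration served as intraplate control.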
TRb SRC2 PPI: disrupts binding of human TR beta to SRC2 | Potency, µM (titrated, usually from 106 µM), for inactives: at the top dose activity change, negative = inhibition, usual class: inhibitors | AID 1469 | actives 0.065% (n = 280,000) | TRbeta-SRC2 peptide binding, fluorescence polarization; receptor liganded with 1 µM T3;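 note: plate controls were bound peptide for no effect and peptide without receptor for full effect; nearly all actives have a fitted effect of over 50% in size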
Target sequence (P10828 whole entry, looked up): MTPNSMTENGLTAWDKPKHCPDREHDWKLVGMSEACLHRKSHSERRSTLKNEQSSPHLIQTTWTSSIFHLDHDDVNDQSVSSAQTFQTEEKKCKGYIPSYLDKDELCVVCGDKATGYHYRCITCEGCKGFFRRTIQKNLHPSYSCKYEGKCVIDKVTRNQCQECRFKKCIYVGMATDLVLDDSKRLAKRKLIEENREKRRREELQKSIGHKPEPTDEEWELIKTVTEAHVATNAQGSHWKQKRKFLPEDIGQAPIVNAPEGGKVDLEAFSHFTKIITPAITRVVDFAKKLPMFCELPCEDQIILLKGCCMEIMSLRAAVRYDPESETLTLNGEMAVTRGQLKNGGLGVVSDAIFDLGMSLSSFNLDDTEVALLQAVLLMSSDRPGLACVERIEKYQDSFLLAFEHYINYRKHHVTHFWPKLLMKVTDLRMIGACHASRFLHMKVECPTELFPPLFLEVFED
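Polarization signal, normalized between peptide-alone and full complex controls, measured compound effects on T3-liganded human TRb LBD (0.6 uM) binding 20 nM Texas Red SRC2 peptide after 5 hr.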
TexasRed fluor: alters Texas Red total fluorescence, flagging assay interference. TRb/SRC2 Texas Red total fluorescence interference. Potency, µM (titrated, usually from 106 µM), for inactives: at the top dose fluorescence change, negative = quenching. actives 0.29% (n = 280,000). AID 1479; active = well fitted curve in either direction with a large enough effect; inconclusive = small, poorly fitted or top-dose-only effect
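Flags fluorescent or light-absorbing compounds by total fluorescence, S + 2P, at 555 nm excitation and 632 nm emission. Mixture: 20 nM Texas Red SRC2 peptide, 0.6 uM human TRb LBD, 1 uM T3, 5% DMSO; compound exposure 5 h at ambient temperature.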
Active calls of the source: *; & = joins results of further samples; [ ] = remark or other dose. Unless noted, calls come from the whole dose curve; as a rule, active = well fitted curve in the direction sought with a large enough effect; inconclusive = small, poorly fitted or top-dose-only effect, or another doubt; inactive = no such curve, though single readings can be large; an effect the other way counts as inactive or inconclusive. Unless noted, % is set by controls: 0 for no effect and ±100 for the full control effect; potency is the fitted concentration of half-maximal effect. Some of the compounds tested, so the mix of outcomes need not match the whole.

What do the screens show for `CCN(CCO)Cc1cc(=O)oc2c(C)c(C)ccc12`?
GAA spleen mod: -6%; RGS12 GoLoco inh: 5%; GAA glycogen mod: -2%; GAA inh: -13%; RECQ1 helicase: -9%; L3MBTL1 inh: -3%; TRb SRC2 PPI: -2%; TexasRed fluor: -1%

How did Cc1ccccc1NC(=O)C1CCCN1/C=C/C(=O)C(F)(F)F (centres undefined) do in these assays?
GAA spleen mod: -3%; GAA glycogen mod: 4%; GAA inh: 4%; RECQ1 helicase: -4%; L3MBTL1 inh: 9%; TRb SRC2 PPI: -2%; TexasRed fluor: 0%

Results for CC(C)(C)C(C(Oc1ccc(Cl)cc1)n1cncn1)n1nnnc1C(c1cccc(Cl)c1)N1CCCCC1 (centres undefined) ?
GAA spleen mod: 2%; RGS12 GoLoco inh: 8%; GAA glycogen mod: -7%; GAA inh: -10%; RECQ1 helicase: -9%; L3MBTL1 inh: 17%[11.4 µM]; TRb SRC2 PPI: 10%; TexasRed fluor: -1%

How did O=C(Oc1oc(-c2ccco2)nc1C=Nc1ccc(Cl)cc1)c1ccco1 do in these assays?
GAA spleen mod: -6%; RGS12 GoLoco inh: 13%; GAA glycogen mod: -2%; GAA inh: 0%; RECQ1 helicase: -8%; L3MBTL1 inh: 4%; TRb SRC2 PPI: 3%; TexasRed fluor: 3%

Results for CC(=O)Nc1cccc(NC(=S)Nc2ccc(F)cc2F)c1 ?
GAA spleen mod: -10%; RGS12 GoLoco inh: 35%[activator]; GAA glycogen mod: -5%; GAA inh: -3%; RECQ1 helicase: inactive; L3MBTL1 inh: inconclusive; TRb SRC2 PPI: 2%; TexasRed fluor: 3%

How did COC(=O)c1ccc(-n2c(C)cc(/C=N/n3cnnc3)c2C)cc1 do in these assays?
GAA spleen mod: -9%; RGS12 GoLoco inh: 13%; GAA glycogen mod: 2%; GAA inh: -8%; RECQ1 helicase: 8%; L3MBTL1 inh: -6%; TRb SRC2 PPI: -3%; TexasRed fluor: -1%

What do the screens show for `CC1(C)CC[C@]2(C(=O)O)CC[C@@]3(C)C(=CCC4[C@@]5(C)CCC(O)C(C)(C)C5CC[C@@]43C)C2C1` (some centres undefined)?
GAA spleen mod: 10%; RGS12 GoLoco inh: 1%; RECQ1 helicase: inactive; TRb SRC2 PPI: 0%; TexasRed fluor: 0%

How did O=C1CSC2=NCN(c3ccc4c(c3)OCO4)CN12 do in these assays?
GAA spleen mod: 2%; RGS12 GoLoco inh: 5%; GAA glycogen mod: inconclusive; GAA inh: -3%; RECQ1 helicase: 9%; TRb SRC2 PPI: -8%; TexasRed fluor: 0%

Results for CCOC(=O)c1sc(N)c(C(=O)Nc2ccccc2)c1C ?
GAA spleen mod: -2%; RGS12 GoLoco inh: -4%; GAA glycogen mod: -8%; GAA inh: -9%; RECQ1 helicase: inactive; L3MBTL1 inh: -7%; TRb SRC2 PPI: -2%; TexasRed fluor: 0%

Results for O=[N+]([O-])c1ccc(-c2nc3ccc([N+](=O)[O-])cc3[nH]2)cc1 ?
GAA spleen mod: -2%; RGS12 GoLoco inh: 1%; GAA glycogen mod: -7%; GAA inh: -6%; RECQ1 helicase: -5%; L3MBTL1 inh: 1%; TRb SRC2 PPI: -6%; TexasRed fluor: -5%

How did CCOC(=O)C1=C(CN2c3ccccc3CC2C)NC(=O)NC1c1ccccc1 (centres undefined) do in these assays?
GAA spleen mod: -6%; RGS12 GoLoco inh: 7%; GAA glycogen mod: -24%; GAA inh: -1%; RECQ1 helicase: -7%; L3MBTL1 inh: -22%; TRb SRC2 PPI: 6%; TexasRed fluor: -4%

What do the screens show for `CCc1ccc(NC(=O)CC2C(=O)Nc3c2c(=O)n(C)c(=O)n3C)cc1` (centres undefined)?
GAA spleen mod: -5%; RGS12 GoLoco inh: 13%; GAA glycogen mod: 5%; GAA inh: -3%; RECQ1 helicase: -9%; L3MBTL1 inh: -5%; TRb SRC2 PPI: -9%; TexasRed fluor: 1%

What do the screens show for `CCOc1ccccc1CNc1ncnc2ccc(-c3c(C)noc3C)cc12`?
GAA spleen mod: 3%; RECQ1 helicase: -8%; L3MBTL1 inh: 2%&4%; TRb SRC2 PPI: -9%; TexasRed fluor: 0%

How did COc1cc(S(=O)(=O)N2CCOCC2)ccc1F do in these assays?
GAA spleen mod: 10%; RGS12 GoLoco inh: 0%; GAA glycogen mod: 2%; GAA inh: -13%; RECQ1 helicase: -2%; L3MBTL1 inh: -3%; TRb SRC2 PPI: -1%; TexasRed fluor: -2%

How did COC(=O)c1cn(NC(=O)c2ccccc2[N+](=O)[O-])c(=O)c2ccccc12 do in these assays?
GAA spleen mod: 5%; RGS12 GoLoco inh: 7%; GAA glycogen mod: -3%; GAA inh: -5%; RECQ1 helicase: 0%; L3MBTL1 inh: 9%; TRb SRC2 PPI: 5%; TexasRed fluor: -1%

How did Cc1ccc(N(CC(=O)N/N=C/c2ccc(OC3CSC3)cc2)S(=O)(=O)c2ccccc2)c(C)c1 do in these assays?
GAA spleen mod: 5%; RGS12 GoLoco inh: 3%; GAA glycogen mod: 4%; GAA inh: -10%; RECQ1 helicase: -10%; L3MBTL1 inh: -11%; TRb SRC2 PPI: -5%; TexasRed fluor: -6%

What do the screens show for `Cc1cc(=O)[nH]c2c(C)c(Cl)ccc12`?
GAA spleen mod: -1%; RGS12 GoLoco inh: -4%; GAA glycogen mod: -1%; GAA inh: 0%[15.4 µM]; RECQ1 helicase: -12%; L3MBTL1 inh: 0%; TRb SRC2 PPI: 4%; TexasRed fluor: 0%

How did CCOc1ccc(Br)cc1S(=O)(=O)N1CCC(C(=O)O)CC1 do in these assays?
GAA spleen mod: -2%; RGS12 GoLoco inh: -1%; GAA glycogen mod: -1%; GAA inh: 1%; RECQ1 helicase: -7%; TRb SRC2 PPI: -1%; TexasRed fluor: 4%

Results for FC(F)(F)c1cc(N2CCN(Cc3ccccc3)CC2)c2ccccc2n1 ?
GAA spleen mod: 3%; RGS12 GoLoco inh: 0%; GAA glycogen mod: -6%; RECQ1 helicase: 0%; TRb SRC2 PPI: 4%; TexasRed fluor: -1%

What do the screens show for `CCCN(CCC)C(=O)CSc1nc2ccccc2c(=O)n1C1CCCC1`?
GAA spleen mod: 4%; RGS12 GoLoco inh: 5%; GAA glycogen mod: -1%; GAA inh: -3%; RECQ1 helicase: -3%; L3MBTL1 inh: 8%; TRb SRC2 PPI: 0%; TexasRed fluor: 1%

What do the screens show for `COc1ccc(OCc2nn3c(-c4cccc(OC)c4)nnc3s2)cc1`?
GAA spleen mod: 0%; RGS12 GoLoco inh: 8%; GAA glycogen mod: 6%; GAA inh: -5%; RECQ1 helicase: -13%; L3MBTL1 inh: -5%; TRb SRC2 PPI: -3%; TexasRed fluor: -4%

How did O=C(c1cccnc1)N1N=C(c2cccs2)CC1c1ccc(F)cc1 (centres undefined) do in these assays?
GAA spleen mod: -3%; RGS12 GoLoco inh: 12%; GAA glycogen mod: -1%; GAA inh: -4%; RECQ1 helicase: -6%; TRb SRC2 PPI: -7%; TexasRed fluor: -7%

How did O=C(CNC(=O)c1ccc(N2C(=O)c3ccccc3C2=O)cc1)OCC(=O)c1cccc2ccccc12 do in these assays?
GAA spleen mod: -3%; RGS12 GoLoco inh: -12%; GAA glycogen mod: 6%; GAA inh: 5%; RECQ1 helicase: -3%; L3MBTL1 inh: 9%; TRb SRC2 PPI: -1%; TexasRed fluor: -5%

Results for COCCn1c(=NC(=O)/C=C/c2ccccc2Cl)sc2cc(NC(C)=O)ccc21 ?
GAA spleen mod: 6%; RGS12 GoLoco inh: 11%; GAA glycogen mod: 8%; GAA inh: 5%; RECQ1 helicase: -9%; L3MBTL1 inh: -2%; TRb SRC2 PPI: inconclusive; TexasRed fluor: inconclusive

How did O=S(=O)(NCc1cccnc1)c1cccn1-c1ncc(C(F)(F)F)cc1Cl do in these assays?
GAA spleen mod: -2%; RGS12 GoLoco inh: -9%; GAA glycogen mod: 11%; GAA inh: 1%; RECQ1 helicase: 1%; L3MBTL1 inh: -5%; TRb SRC2 PPI: 2%; TexasRed fluor: -2%

How did O=C1OC(C2=CCCCC2)=NC12CC2 do in these assays?
GAA spleen mod: 2%[17.4 µM]; RECQ1 helicase: -9%[11.5 µM]; TRb SRC2 PPI: 9%[11.2 µM]; TexasRed fluor: 1%[11.2 µM]

Results for O=C(NCC1CCCO1)c1ccc2c(=O)n(-c3ccccc3)c(=S)[nH]c2c1 (centres undefined) ?
GAA spleen mod: -2%; RGS12 GoLoco inh: -6%; GAA glycogen mod: 7%; GAA inh: 0%; RECQ1 helicase: -14%; TRb SRC2 PPI: -14%; TexasRed fluor: 1%

What do the screens show for `COc1cc(CN2CCN(CCOCCO)CC2)cc(OC)c1OC`?
GAA spleen mod: 4%; RGS12 GoLoco inh: -4%; GAA glycogen mod: 4%; GAA inh: -3%; RECQ1 helicase: -1%; L3MBTL1 inh: 3%; TRb SRC2 PPI: -7%; TexasRed fluor: 1%

Pulled by compound from the entries so far, three records:
How did O=S(=O)(NCc1cccnc1)c1cccn1-c1ncc(C(F)(F)F)cc1Cl do in these assays?
GAA spleen mod: -2%; RGS12 GoLoco inh: -9%; GAA glycogen mod: 11%; GAA inh: 1%; RECQ1 helicase: 1%; L3MBTL1 inh: -5%; TRb SRC2 PPI: 2%; TexasRed fluor: -2%

Results for O=C(NCC1CCCO1)c1ccc2c(=O)n(-c3ccccc3)c(=S)[nH]c2c1 (centres undefined) ?
GAA spleen mod: -2%; RGS12 GoLoco inh: -6%; GAA glycogen mod: 7%; GAA inh: 0%; RECQ1 helicase: -14%; TRb SRC2 PPI: -14%; TexasRed fluor: 1%

What do the screens show for `COc1cc(CN2CCN(CCOCCO)CC2)cc(OC)c1OC`?
GAA spleen mod: 4%; RGS12 GoLoco inh: -4%; GAA glycogen mod: 4%; GAA inh: -3%; RECQ1 helicase: -1%; L3MBTL1 inh: 3%; TRb SRC2 PPI: -7%; TexasRed fluor: 1%

Source: PubChem
